# Compound activity from PubChem BioAssay.
# hIAP block: blocks human intestinal alkaline phosphatase; actives 0.12% (n = 330,000); inhibition, % at 10 µM; P09923; purified IAP, CDP-Star luminescence, 30 min;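 active = inhibition reaching a set limit with compound at 10 µM in the primary screen, cut at about 35% in these data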;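 also: plate controls were DMSO wells with enzyme for no effect and no-enzyme buffer wells for full effect; values of inactives mirror those of a sister screen read the other way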
# Target sequence (P09923 whole entry, looked up): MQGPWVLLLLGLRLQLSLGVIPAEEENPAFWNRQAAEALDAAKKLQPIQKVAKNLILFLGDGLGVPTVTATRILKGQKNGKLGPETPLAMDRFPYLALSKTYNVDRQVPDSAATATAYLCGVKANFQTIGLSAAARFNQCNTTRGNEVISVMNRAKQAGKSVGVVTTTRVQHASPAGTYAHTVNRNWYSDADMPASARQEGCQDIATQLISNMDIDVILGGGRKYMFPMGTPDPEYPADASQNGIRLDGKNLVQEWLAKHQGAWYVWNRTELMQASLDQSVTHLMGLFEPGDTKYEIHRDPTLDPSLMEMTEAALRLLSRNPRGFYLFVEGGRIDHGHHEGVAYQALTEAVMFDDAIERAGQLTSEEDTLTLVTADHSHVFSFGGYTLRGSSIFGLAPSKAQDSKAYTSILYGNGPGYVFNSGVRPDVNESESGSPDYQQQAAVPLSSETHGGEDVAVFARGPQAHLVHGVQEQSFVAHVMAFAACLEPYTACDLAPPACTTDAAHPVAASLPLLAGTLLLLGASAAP
# hIAP act: human IAP activation; actives 0.16% (n = 330,000); P09923; activation factor at 10 µM; purified human IAP, CDP-Star luminescence, 30 min; hits give high values; 1 = vehicle-only enzyme, 0 = enzyme-free background; AID 2524;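 active = activation factor of the enzyme at least 2-fold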; also: the source names both 10 and 20 µM as test concentration; values of inactives mirror those of a sister screen read the other way
# tim10-1 inh: tim10-1 yeast growth inhibition. inhibition, % at 20 µM. actives 2.2% (n = 330,000). S. cerevisiae tim10-1 ts strain growth, BacTiter-Glo, 24 h;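 active = inhibition of at least 40%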;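 also: mutant grown at 25 °C; 0% = DMSO wells with yeast and 100% = wells holding no yeast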
# TIM10 inh: TIM10 yeast growth inhibition. S. cerevisiae TIM10 strain growth, BacTiter-Glo luminescence, 24 h. inhibition, % at 10 µM. actives 1.4% (n = 330,000);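 active = inhibition of 40% or more at the single tested concentration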;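 also: wild-type TIM10 isogenic control strain grown at permissive 25 °C; 0% = DMSO yeast wells and 100% = minimal medium wells without yeast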
# mIAP act: increases mouse intestinal alkaline phosphatase activity. muIAP, CDP-Star luminescence, 30 min; hits give high values; 1 = vehicle-only enzyme signal, 0 = enzyme-free wells. activation factor at 10 µM. actives 0.24% (n = 330,000);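 active = activation factor of at least 2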; also: the source names both 10 and 20 µM as test concentration; values of inactives mirror those of a sister screen read the other way
#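 System: mouse IAP enzyme. Reagent: CDP-Star chemiluminescent phosphatase substrate. Benchmarks: DMSO wells, no-enzyme wells. Times: 30 min enzyme-substrate-compound incubation at room temperature. Detection: luminescence from enzymatic CDP-Star hydrolysis. Doses: test compounds delivered from DMSO solution.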
# mIAP inh: mouse IAP inhibition | actives 0.2% (n = 330,000) | AID 2806 | inhibition, % at 10 µM | purified mouse IAP, CDP-Star luminescence, 30 min;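 active = inhibition of at least 40% at 10 µM in the primary screen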;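 also: plate controls were DMSO with enzyme for no effect and no enzyme wells for full effect; values of inactives mirror those of a sister screen read the other way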
# Apaf1 inhib: inhibitors of human Apaf-1 apoptosome. O14727. reconstituted apoptosome caspase-3 activity, DEVD-Rh110 fluorescence. inhibition, % at 20 µM. actives 0.71% (n = 330,000). AID 489030; active = inhibition of at least 40% at 20 µM;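 also: plate controls were DMSO wells for no effect and DEVD-CHO caspase inhibitor wells for full effect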
#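 Material: biochemical Apaf-1 apoptosome reconstitution. Medium: Hepes buffer, pH 7.5. Also added: cytochrome c activation, bis-DEVD rhodamine 110 substrate. Timing: 30 min compound preincubation, 50 min activation, room temperature. Measured by: rhodamine 110 fluorescence at Ex 480/Em 540 nm.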
# NALP3 yeast inh: NALP3 inhibition in yeast | inhibition, % at 10 µM | actives 0.39% (n = 330,000) | AID 2825 | Yeast reconstituted NLRP3/ASC/caspase-1, beta-gal luminescence, 24 h;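 active = inhibition of 50% or more; inactive = inhibition below 50%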;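 also: plate controls were induced DMSO wells for no effect and uninduced yeast grown without galactose for full effect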
# ATG4B inhibitor: inhibitors of human ATG4B cysteine protease; actives 0.51% (n = 340,000); Q9Y4P1; ATG4B cleavage of LC3-PLA2, NBD-HPC fluorescence, 1 h; inhibition, % at 8.33 µM; in the data active = inhibition above about 40%
# Target sequence (Q9Y4P1 whole entry, looked up): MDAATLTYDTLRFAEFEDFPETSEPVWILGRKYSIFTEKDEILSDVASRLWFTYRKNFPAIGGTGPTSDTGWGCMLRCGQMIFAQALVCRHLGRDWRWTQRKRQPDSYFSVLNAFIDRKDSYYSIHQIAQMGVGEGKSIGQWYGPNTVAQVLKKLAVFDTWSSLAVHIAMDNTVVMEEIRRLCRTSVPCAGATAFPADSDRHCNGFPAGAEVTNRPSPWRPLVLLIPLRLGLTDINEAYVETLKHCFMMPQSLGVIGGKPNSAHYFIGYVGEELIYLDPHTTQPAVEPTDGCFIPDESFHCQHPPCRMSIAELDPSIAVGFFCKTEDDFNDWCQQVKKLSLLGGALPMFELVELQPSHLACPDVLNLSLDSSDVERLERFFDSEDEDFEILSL
# An asterisk follows results filed as active; · = not tested or not shown.
Compound	hIAP block	hIAP act	tim10-1 inh	TIM10 inh	mIAP act	mIAP inh	Apaf1 inhib	NALP3 yeast inh	ATG4B inhibitor
NC(=O)CC(NC(=O)c1ccccc1)c1ccc(NCCc2cccc(F)c2)c([N+](=O)[O-])c1 (centres undefined)	15	0.85	3	11	0.88	12	24	23	-13
CSc1ccccc1NC(=O)COC(=O)CCCOc1ccc(C)cc1	-10	1.1	7	-8	1.1	-6	11	26	0
CC(=O)c1c(C)oc2ccc(NS(=O)(=O)c3ccc(C(=O)O)cc3)cc12	-11	1.1	2	1	1	-4	5	18	-10
Cc1oc2c(cc(NS(=O)(=O)c3ccc(F)cc3)c3ccccc32)c1C(=O)O	0	1	-17	15	0.88	12	36	12	-8
C=CCSC1=N/C(=C\c2cccnc2)C(=O)N1c1ccc(OC)cc1	-17	1.2	24	24	0.89	12	5	13	-5
Cc1cc(C)c(NC(=S)N2CCN(c3ccc([N+](=O)[O-])cn3)CC2)cc1C	3	0.97	-12	6	0.9	10	14	5	-3
CCc1ccc(S(=O)(=O)c2nnn3c2nc(N2CCOCC2)c2ccccc23)cc1	-28	1.3	5	-2	0.98	2	16	21	1
O=C(COC(=O)c1n[nH]c(=O)c2ccccc12)Nc1ccccc1	8	0.92	6	8	0.98	2	6	0	-4
Cc1ccc(-c2nc(CN(C)C)cc(CN(C)C)c2O)cc1	4	0.96	6	5	0.91	9	-12	10	-2
CCOC(=O)N1CCN(C(=O)c2cnc3n(c2=O)CCS3)CC1	8	0.92	12	-4	0.94	6	-5	2	-11

# (continued)
Compound	hIAP block	hIAP act	tim10-1 inh	TIM10 inh	mIAP act	mIAP inh	Apaf1 inhib	NALP3 yeast inh	ATG4B inhibitor
CC(C)Nc1ccc(C(CC(N)=O)NC(=O)c2ccc(Br)cc2)cc1[N+](=O)[O-] (centres undefined)	12	0.88	-11	-5	0.84	16	7	23	-9
O=C(O)c1ccc(CSc2nc3ccc(NC(=O)c4ccccc4C(=O)O)cc3s2)cc1	11	0.89	36	6	0.94	6	10	20	37
CC1(C)CC[C@]2(C(=O)O[C@@H]3O[C@H](CO)[C@@H](O)[C@H](O)[C@H]3O)CC[C@]3(C)C(=CCC4[C@@]5(C)CC[C@H](O[C@@H]6O[C@H](C(=O)O)[C@@H](O[C@H]7OC[C@@H](O)[C@@H](O)[C@@H]7O)[C@H](O)[C@H]6O)C(C)(C)C5CC[C@]43C)[C@@H]2C1 (some centres undefined)	6	0.94	6	-7	0.95	5	7	3	-7
COc1cccc(-c2csc3nnc(SCC(=O)NCc4cccs4)n23)c1	-7	1.1	17	6	0.96	4	-23	-2	-7
Cc1ccc(C(=O)N/N=C/c2ccc(-c3ccc(Br)cc3[N+](=O)[O-])o2)o1	-4	1	17	24	0.81	19	42*	20	-3
CCOc1ccc(-c2nnn(CC(=O)Nc3cccc(OC)c3)n2)cc1OCC	-22	1.2	-19	3	1.2	-24	1	-9	0
CCCN(CCC)C(=O)c1cn(C)c2ccc(S(=O)(=O)N3CCCC3)cc2c1=O	-8	1.1	-3	-5	1	-1	-3	15	4
Cc1cc(C)n2nc(SCC(=O)Nc3ccccc3C)nc2n1	18	0.82	-1	2	0.96	4	-4	28	-1
COc1ccc(C(=O)NCC(C)(C)CNC(=O)c2ccc(OC)c(OC)c2)cc1OC	-10	1.1	7	12	1	-1	-16	-4	-12
Cc1csc(SC(C)C(=O)NCc2ccc3c(c2)OCO3)n1 (centres undefined)	17	0.83	6	-15	1	-3	-4	15	-6

# Continuation.
Compound	hIAP block	hIAP act	tim10-1 inh	TIM10 inh	mIAP act	mIAP inh	Apaf1 inhib	NALP3 yeast inh	ATG4B inhibitor
N#Cc1c(Nc2ccccc2)c(/C=N/N=C/c2ccccc2)c[nH]c1=O	-19	1.2	2	8	0.9	10	17	5	-13
CCOC(=O)N1CCC(NC(=O)c2ccc(NC(=O)C3CCCO3)cc2)CC1 (centres undefined)	-2	1	1	6	1.1	-10	11	9	-11
CCC(C(=O)NCCc1ccc(OC)c(OC)c1)n1nc(C)n2c(cc3occc32)c1=O (centres undefined)	-16	1.2	11	10	0.97	3	-3	6	3
NC12CC3CC(C1)CC(CC(=O)O)(C3)C2	9	0.91	7	-6	0.98	2	6	1	-1
CSCCC(=O)N1CCCC(N2CCN(c3cccc(C(F)(F)F)c3)CC2)C1 (centres undefined)	-16	1.2	4	-4	0.99	1	-7	20	-1
Cc1ccccc1NC(=O)c1cccc(C(=O)Nc2ccccc2C)c1	2	0.98	-18	12	0.98	2	-25	11	-6
CCS(=O)(=O)N1Cc2ccccc2CC1C(=O)Nc1nnc(SCc2ccc(C#N)cc2)s1 (centres undefined)	2	0.98	24	6	0.9	10	17	8	4
Cc1oc(-c2cccc(Cl)c2)nc1CN1CCC(C(=O)NCc2ccco2)CC1	-6	1.1	12	7	1	-5	5	15	-5
CCCCn1c(SCC(=O)c2c(N)n(C3CC3)c(=O)[nH]c2=O)nc2cc(S(N)(=O)=O)ccc21	-11	1.1	-6	0	0.92	8	12	15	-16
COc1ccc(-c2cnc(SCC(=O)Nc3cc(C)on3)n2Cc2ccco2)cc1	-12	1.1	44*	8	1.1	-11	30	8	5

# Continued.
Compound	hIAP block	hIAP act	tim10-1 inh	TIM10 inh	mIAP act	mIAP inh	Apaf1 inhib	NALP3 yeast inh	ATG4B inhibitor
CCOc1ccc(OCCN2CCCCC2)cc1	10	0.9	0	15	0.93	7	3	15	0
Nc1ccccc1/C=N\N=C/c1ccccc1N	-10	1.1	7	8	0.98	2	-7	3	7
Cc1c(C(=O)N2CCN(C/C=C/c3ccccc3)CC2)oc2c(F)cccc12	11	0.89	13	14	0.9	10	24	26	-7
Cc1ccc2oc(=O)n(CC(=O)N3CCOCC3)c2c1	-4	1	5	8	1	-5	-13	5	7
CCNC(=O)CN(c1ccc(Cl)cc1)S(=O)(=O)c1ccccc1	-9	1.1	24	-5	1	-1	-3	10	-5
O=C1NCN(c2ccccc2)C12CCN(CCCC(c1ccc(F)cc1)c1ccc(F)cc1)CC2	6	0.94	0	25	0.94	6	55*	15	-2
CCc1cc(/C(Cc2cscn2)=N\O)c(O)cc1O	0	1	4	8	0.95	4	-5	11	-13
O=C(CN(Cc1ccccc1)C(=O)CNS(=O)(=O)c1ccccc1)NCc1ccco1	0	1	-10	11	1	0	5	7	-2
CCc1ccc(CNC(=O)c2ccc3nc(C4CCCCC4)oc3c2)nc1	-14	1.1	8	-7	0.97	3	15	11	·
C=CCNC(=O)C(=O)c1cccn1-c1ccsc1C(=O)OC	-18	1.2	26	-22	1.1	-7	-3	5	-8

# Looked up above.
# Value of Nc1ccccc1/C=N\N=C/c1ccccc1N under Apaf1 inhib: -7
# Value of Cc1ccc2oc(=O)n(CC(=O)N3CCOCC3)c2c1 under Apaf1 inhib: -13

# (more compounds)
Compound	hIAP block	hIAP act	tim10-1 inh	TIM10 inh	mIAP act	mIAP inh	Apaf1 inhib	NALP3 yeast inh	ATG4B inhibitor
Cc1cccn2c(CNCC3(c4ccccc4)CCCC3)c(C(=O)N3CCOCC3)nc12	11	0.89	25	17	1	-3	6	19	19
COc1ccc(/C=N/NC(=O)c2cccc(NC(=O)c3ccccc3)c2)c(C(=O)O)c1OC	-15	1.2	-10	1	1	-4	5	-4	-10
O=C(CCCN1C(=O)/C(=C/c2ccc3c(c2)OCO3)SC1=S)Nc1ccc(C(=O)O)cc1	-5	1.1	16	21	0.86	14	10	9	8
CCCN(CCC)S(=O)(=O)c1ccc(C(=O)Nc2nnc(CSC)o2)cc1	2	0.98	6	16	0.99	1	12	0	-10
Cn1c(=O)c2c(nc(CN3CCOCC3)n2CC(=O)c2ccccc2)n(C)c1=O	13	0.87	10	2	1.1	-12	5	9	1
Cc1ccc(NC(=O)COc2ccccc2C#N)cc1S(=O)(=O)N1CCCCCC1	-12	1.1	8	4	1.3	-26	10	20	10
COc1ccc(OC)c(NC(=O)C2CCN(C(=O)C3CC(=O)N(c4ccc(C)cc4)C3)CC2)c1 (centres undefined)	16	0.84	18	-5	1	-2	7	11	7
COc1ccc(-c2nc(CN3CCN(Cc4cccc(Cl)c4)CC3)c(C)o2)cc1	-26	1.3	2	10	1	-4	11	24	13
Cc1ccc(C(=O)OCC(=O)Nc2cccc(Cl)c2C)c(O)c1	8	0.92	-9	-1	0.97	3	-19	-1	-4
CCc1nc2sc3ccccc3c(=O)c2c(=O)n1Cc1ccco1	6	0.94	69*	34	0.91	9	5	24	7

# (continued)
Compound	hIAP block	hIAP act	tim10-1 inh	TIM10 inh	mIAP act	mIAP inh	Apaf1 inhib	NALP3 yeast inh	ATG4B inhibitor
Cc1ccc(NC(=O)c2ccc([N+](=O)[O-])o2)cc1C	-1	1	6	13	0.95	5	11	4	1
COc1ccccc1-n1cnnc1SCC(=O)Nc1cccc(S(N)(=O)=O)c1	-9	1.1	15	-14	1	0	5	11	3
Cc1ccc(S(=O)(=O)N2CCN(c3ncnc4scc(-c5ccccc5)c34)CC2)cc1	-10	1.1	22	9	1	-5	35	-1	-8
O=S(=O)([N-]c1nc2ccccc2nc1-n1cc[n+](Cc2ccccc2)c1)c1ccccc1	9	0.91	13	5	1.1	-10	-1	3	-7
CC(=O)OCc1c(C(F)(F)F)nn(C)c1Oc1cccc(C(F)(F)F)c1	-32	1.3	0	-5	1	-1	3	12	21
CCOc1ccc(NC(=O)CNC(=O)Cc2ccccc2)cc1	-9	1.1	-9	9	0.95	5	4	19	-2
O=C(N/N=C/c1ccc(OCC2COCCO2)cc1)c1ccc(Br)cc1 (centres undefined)	-4	1	-1	-9	0.97	2	2	5	6
CCOC(=O)c1c(NC(=O)COC(=O)c2ccc(O)cc2)sc(C(=O)N(C)C)c1C	5	0.95	-6	6	1.1	-11	2	22	-11
Cc1ccc(-n2c(CSc3nc(C)cc(C)n3)nnc2SCC(=O)NCc2ccco2)cc1	-3	1	7	8	0.98	2	3	2	-8
COc1ccc(Cl)cc1NC(=O)NC1CCCCC1	-5	1.1	20	9	1.2	-21	23	19	8

# Other compounds:
Compound	hIAP block	hIAP act	tim10-1 inh	TIM10 inh	mIAP act	mIAP inh	Apaf1 inhib	NALP3 yeast inh	ATG4B inhibitor
CS(=O)(=O)N1CCN(c2ccc([N+](=O)[O-])c(N3CCOCC3)c2)CC1	11	0.89	2	-4	0.99	1	10	6	-6
Cc1ccc(C(=O)Nc2ncnc3sc4c(c23)CCCCC4)cc1	15	0.85	39	31	0.93	7	20	2	-10
COc1ccccc1N(CC(=O)NCc1ccccc1)C(=O)CCC(=O)Nc1ccccn1	0	1	11	24	0.96	4	0	1	0
CCCOC1CCCN(C(=O)c2ccc(OC3CCN(C(=O)COC)CC3)cc2)C1 (centres undefined)	-20	1.2	16	7	1	-1	-5	19	2
Nc1ncnc2c1ncn2C1CCC(CO)C(O)C1 (centres undefined)	-3	1	7	18	1	-1	-4	6	8
Cc1cc(Nc2ccccc2)c2c([N+](=O)[O-])ccc(C)c2n1	17	0.83	-80	-85	0.97	3	3	32	-7
COc1ccc(NC(=S)N2c3ccccc3CC2C)cc1OC (centres undefined)	6	0.94	11	18	0.99	1	11	8	-13
O=C(N1CCN(c2cccc(Cl)c2)CC1)C1(S(=O)(=O)c2ccc(Cl)cc2)CC1	-9	1.1	3	-33	0.89	11	15	17	-14
CCCCN(CC)CCCNC(=S)Nc1ccc2nc3n(c(=O)c2c1)CCCCC3	3	0.97	16	-11	1	-4	6	21	1
Cc1cc(C)c(OCCN2CC(C)OC(C)C2)c(Br)c1 (centres undefined)	-3	1	-15	-43	0.99	1	-9	18	1
O=C(CCNc1ccc(F)cc1)c1cc2ccccc2o1	-12	1.1	12	9	1.1	-11	10	40	-5
